Screening results deposited in PubChem BioAssay by Small Molecule Screening Facility, UW Madison.
RMI-FANCM inh: RMI-FANCM interaction inhibition. Fluorescence polarization, RMI core complex with F-MM2 peptide; stronger effect = lower value. FP signal (polarization) at 33 µM. 70,000 compounds, 0.58% hits. AID 1159607; in the data active means FP signal below about 40; further: inactives centre near 61; strong numbers were not always called active; unit not given here
Starred values were filed as active, the others as inactive; & = joins results of further samples.

Structure,RMI-FANCM inh
O=C(CSc1nnc(-c2ccccc2)n1-c1ccccc1)NNC(=S)Nc1ccccc1,54
CCn1nccc1C(=O)Nc1nc(-c2ccc(Cl)cc2Cl)cs1,63
COC(=O)c1ccc2nc(NC(=O)c3cc(C)no3)sc2c1,61
CCOC(=O)NC(=S)Nc1ccc(OCC)cc1,58
CCOc1ccccc1/C=C(/C#N)c1nc(-c2ccc(F)cc2)cs1,60
Cc1ccnc(NS(=O)(=O)c2ccc(NC(=O)CCC(=O)O)cc2)n1,62
COC(=O)c1c(C)cc(OC(=O)c2c(C)cc(O)c(CO)c2O)c(C)c1O,54
Nc1nonc1/C(=N\O)N1CCCC1,55
O=c1c2c(cnn2-c2ccccc2)c(C2CC2)nn1CCc1ccccc1,65
CCOC(=O)c1nn(-c2ccc(C)cc2)c(=O)cc1OCC(=O)NCc1ccco1,56
Cc1ccc(C23CC4CC(CC(CNCCO)(C4)C2)C3)cc1,78
Cc1cc(C(=O)N(CCn2cccn2)c2nc3c(F)cccc3s2)no1,58
CC(Cc1ccc(O)c(O)c1)(NN)C(=O)O (stereo unspecified),53&57&65
CCOC(=O)c1nnn2c3ccccc3c(=O)n(C)c12,62
Cc1ccc(-n2nnc(C(=O)OCc3ccccc3Cl)c2C)cc1F,67
Cc1cc(C)c(/C=N\Nc2ccc(C(F)(F)F)cc2[N+](=O)[O-])[nH]1,55
CC12CCC(=O)C=C1C[C@@H](C(=O)OC1CCCC1)C1C2CCC2(C)C1CC[C@@]21CCC(=O)O1 (stereo partly specified),61
Cc1nc2ccc(NC(=O)COc3ccccc3F)cc2c(=O)n1-c1ccc(Cl)cc1,77
CC1(C)OC(=O)C(=CNNc2ccc(C(F)(F)F)cc2)C(=O)O1,60
O=C(Cc1cc(F)cc(F)c1)Nc1ccc(Cl)cc1,54
COCc1nnc(NC(=O)c2ccc(C(C)(C)C)cc2)s1,69
O=C(NCCOc1ccc2nnc(-c3ccc(F)cc3)n2n1)Nc1ccc(F)cc1,67
CC(C)NC(=O)NNC(=O)c1cccn(Cc2cccc(Cl)c2)c1=O,63
O=C(Cn1nc(-c2cccs2)c2sc(N3CCCC3)nc2c1=O)NCc1ccccc1,74
COc1ccc(OC)c(S(=O)(=O)N(C)C)c1,58
Cc1nn(S(=O)(=O)c2ccc(Cl)s2)c(C)c1[N+](=O)[O-],58
O=C(CSc1nc2sc3c(c2c(=O)n1-c1ccccc1)CCC3)Nc1nsc(-c2ccc(Cl)cc2)n1,72
COC(=O)C[C@H]1C2(C)CC34OC5(C)O[C@@]6([C@H](OC)C(OC(=O)C(C)C)[C@]7(C)C(/C(=C(/O)C(C)C)C(=O)O[C@H]7c7ccoc7)[C@@]6(O5)[C@H](OC)[C@@]3(OC)C2OC(C)=O)[C@]14C (stereo partly specified),59
CC1(C)CCC2CC1(C)CN2C(=O)NC(=O)c1ccccc1 (stereo unspecified),64
O=S(=O)(CC(O)Cn1ccc(C(F)(F)F)n1)c1ccc(Cl)cc1 (stereo unspecified),51
COc1cccc2sc(N(CCCN(C)C)C(=O)/C=C/c3ccccc3)nc12,80
Cn1c(SCc2ccccn2)ncc(C(=O)Nc2ccc(Cl)cc2)c1=O,56
O=C(O)CSCC(=O)NCc1csc2ccc(Cl)cc12,47
O=C(O)CSCC(=O)NCCNc1nccc(C(F)(F)F)n1,63
O=C(Cc1csc(NC(=O)Nc2cccc(Cl)c2)n1)NC1CCCC1,61
Nc1onc2c1CCCC2,73
Cc1ccc(S(=O)(=O)NC(=O)N2CCCN(Cc3ccc(Cl)cc3Cl)CC2)cc1,49
Cc1sc(=Nc2ccccc2)n(-c2ccccc2)c1C,54&45
O=C(NC(=O)c1c(Cl)cccc1Cl)Nc1ccccc1C(=O)NCC1CC1,57
O=C(C1CC(=O)N(C2CCCC2)C1)N1CCN(c2ccc(F)cc2)CC1 (stereo unspecified),61
Cn1c(=O)c2c(nc(CN(Cc3ccccc3)Cc3ccccc3)n2Cc2ccccc2)n(C)c1=O,60
O=C(Cn1nc(-c2ccc3c(c2)OCO3)ccc1=O)N1CCCc2ccccc21,53
CCN(C1CCCCC1)S(=O)(=O)c1ccc(OC)c(OC)c1,58
CCOC(=O)c1sc(NC(=O)C2CCCN2S(C)(=O)=O)nc1-c1ccccc1 (stereo unspecified),66
NCC(O)(CS(=O)(=O)O)c1ccc(Cl)cc1 (stereo unspecified),51
COc1ccc(-c2ccc(=O)n(CCCNS(=O)(=O)c3ccc(Cl)s3)n2)cc1,68
CC(=O)Nc1cccc(NC(=O)CSc2nc(=O)n(N3CCN(C)CC3)c3c2CCCC3)c1,62
COc1ccc(CN2C(=S)NC3CC2(C)Oc2ccccc23)cc1 (stereo unspecified),77
Oc1c(N=Nc2ccc3c(c2)OCO3)sc2ccccc12,52
C=CCNC(=O)C(=O)NCC(c1cccc2ccccc12)N(C)C (stereo unspecified),53
CCc1nnc2ccc(N3CCN(C(=O)Nc4ccc(F)c(F)c4)CC3)nn12,70
CCCOc1ccc(S(=O)(=O)Nc2ccc3c(c2)CC(=O)N3CC)cc1,69
COc1ccc(Cc2cnc(NC(=O)c3cccs3)s2)cc1,58
O=C1CC(c2cccs2)SC(N(c2ccccc2)c2ccccc2)=N1 (stereo unspecified),64
O=C(Nc1ccccn1)c1ccc(=O)n(Cc2cccc(F)c2)n1,62
Cc1ccc(S(=O)(=O)N2CCc3ccc(NC(=O)C(C)(C)C)cc3C2)cc1,69
COCCc1ccc(OC[C@H](O)CNC(C)C)cc1,59
COc1cc(NC(=O)Nc2ccc(CN3CCN(C)CC3)cc2)cc(OC)c1OC,62
O=C(Nc1ccccn1)C1CCCN(c2ccc(-c3ccc(F)cc3)nn2)C1 (stereo unspecified),64
O=S(=O)(c1cccc(C(F)(F)F)c1)N1CCCC1,59

Additional entries
Structure,RMI-FANCM inh
Cc1nc2c(sc3cccc(F)c32)c(=O)n1CC(=O)Nc1ccc(Br)cc1F,143
CN(C)CCN(C(=O)c1ccc2ncsc2c1)c1nc2cc3c(cc2s1)OCO3,75
CSCc1ccc(C(=O)Nc2ccc(C)cc2O)cc1,61
CCOc1ccc(C)cc1S(=O)(=O)NCC(c1cccn1C)N1CCCC1 (stereo unspecified),66
Cc1nn(C)c2sc(C(=O)NN)cc12,44
COCCn1c(=NC(=O)c2ccnn2C)sc2cccc(F)c21,67
O=C1C=C(Nc2ccccc2)C(=O)N1c1ccccc1C(F)(F)F,60
NC(=O)CC(N)=S,59
O=C(CSc1nc2ccccc2c2ccccc12)NCc1ccco1,70
Cc1ccc(-c2csc(/C(C#N)=C\c3ccccc3Br)n2)cc1C,31
O=S(=O)(CCCOc1ccc2c(c1)OCO2)NCc1ccccn1,58
O=C(CNS(=O)(=O)Cc1ccccc1F)N1CCOC(c2ccccc2)C1 (stereo unspecified),74
O=C(NCCCOC(=O)c1ccccc1)c1ccncc1,68
COc1ccc(NC(=O)CC2CCCCN2S(=O)(=O)c2ccccc2)cc1Cl (stereo unspecified),73
COc1ccc(OC)c(COCC(O)CN2CCN(c3cccc(C(F)(F)F)c3)CC2)c1 (stereo unspecified),61

Next section, overlapping the part above by 6 compounds.
Structure,RMI-FANCM inh
Cc1ccc(-c2csc(/C(C#N)=C\c3ccccc3Br)n2)cc1C,31
O=S(=O)(CCCOc1ccc2c(c1)OCO2)NCc1ccccn1,58
O=C(CNS(=O)(=O)Cc1ccccc1F)N1CCOC(c2ccccc2)C1 (stereo unspecified),74
O=C(NCCCOC(=O)c1ccccc1)c1ccncc1,68
COc1ccc(NC(=O)CC2CCCCN2S(=O)(=O)c2ccccc2)cc1Cl (stereo unspecified),73
COc1ccc(OC)c(COCC(O)CN2CCN(c3cccc(C(F)(F)F)c3)CC2)c1 (stereo unspecified),61
COc1ccc(-c2ccc(/C=C/C(=O)O)o2)cc1,56
CCOC(=O)c1cn[nH]c1S(=O)(=O)Nc1cccc(CC)c1,60
O=C(NC(=S)NCCc1ccccn1)c1ccccc1,62
CC(=O)N1CCc2ccc(NC(=O)c3ccccc3C(F)(F)F)cc2C1,66
O=C(NCCCn1nc(-c2cccs2)ccc1=O)Nc1ccc2c(c1)OCO2,66
CC(C)N1CCC(CNC(=O)COc2ccc(Cl)cc2Cl)CC1,84
O=c1[nH]c(=S)[nH]c(O)c1N=Nc1ccccc1Cl,132
O=c1c(-c2cc(F)ccc2F)c(O)nc2n1CCCC2,63
COc1ccc(/C=C/C(=O)Nc2ccccc2C(C)C)cc1OC,63
O=C(CS(=O)(=O)c1ccc(Cl)cc1)c1c(F)cccc1Cl,55
CCC(=O)N1CCCc2cc(NS(=O)(=O)c3ccccc3Cl)ccc21,68
COc1ccc(-c2ccc(N3CCN(S(C)(=O)=O)CC3)nn2)cc1OC,61
CCOC(=O)c1cc(-c2ccnn2S(=O)(=O)c2cccc(C(F)(F)F)c2)on1,63
CCCCC(C(=O)N/N=C\c1cccs1)C(=O)N/N=C\c1cccs1,60
O=C(Cc1cn(Cc2ccc(Cl)cc2)c2ccccc12)NCc1cccnc1,64
O=c1c2nc(N3CCOCC3)sc2c(-c2ccccc2)nn1Cc1ccc(Cl)cc1,61
COC(=O)/C=C1\S/C(=N/Nc2nc(C)cc(C)n2)N(c2ccccc2)C1=O,63
Cc1c(NC(=O)c2cc3cc([N+](=O)[O-])ccc3oc2=O)c(=O)n(-c2ccccc2)n1C,63
O=c1ccc(-c2ccc(F)cc2)nn1Cc1cccc(C(F)(F)F)c1,51
Cc1ccc(-c2csc(-c3ccc(Oc4ccc(C(F)(F)F)cn4)cc3)n2)c(C)c1,58
Cc1ccc2nc(NC(=O)c3ccc(Cl)cc3Cl)sc2c1,58
COc1ccc(-c2cc3c(=O)n(CC(=O)NCc4ccccc4)ccn3n2)cc1OC,69
CC(=O)c1ccc(-c2ccc(F)cc2F)o1,58
Cn1nc2c(c1NC(=O)C1CCCN(S(=O)(=O)c3ccccc3)C1)CCC2 (stereo unspecified),64
CCOc1ccc(N=Cc2ccc(N(CC)CC)cc2O)cc1,61
COCCn1c(=NC(=O)CN2C(=O)c3ccccc3C2=O)sc2cc(S(C)(=O)=O)ccc21,61
Cc1ccc(NC(=O)CSc2nnc3ccc4ccccc4n23)cc1,73
COc1coc(C(=O)NCc2ccc3c(c2)OCO3)cc1=O,62
CCc1cccc(N(C)C(N)=Nc2cccc3ccccc23)c1,58
CCOC(=O)c1ccc(NC(=O)Cn2c(=O)c3ccccc3c3ccccc3c2=O)cc1,64
O=C(COc1ccc(C(=O)c2ccccc2)cc1)NCCn1nc(-c2ccc(Cl)cc2)ccc1=O,71
COc1ccc(S(=O)(=O)Cc2nc(-c3cccc(Cl)c3)no2)cc1,78
CC(=O)C(Sc1ncccn1)C(C)=O,54
S=c1[nH]nc2ccccn12,56
CCOC(=O)N1CCc2c(sc(NC(=O)CS(=O)(=O)c3ccc(Cl)cc3)c2C(N)=O)C1,68
CC1(C)C2CCC1(CS(=O)(=O)N1CCN=C1c1ccccc1)C(=O)C2 (stereo unspecified),61
O=C(O)CSCC(=O)Nc1nc(-c2ccc(F)c(F)c2)cs1,53
COc1ccc(C(=O)CSc2nnc(-c3sc4cc(OC)ccc4c3Cl)n2-c2ccccc2)cc1,77
CCCCNc1c(C(=O)OCC)c(C)nc2c1cnn2CC,46&63
O=C(c1csc(-c2ccc3c(c2)CCO3)n1)N1CCN(C2c3ccccc3-c3ccccc32)CC1,62
Cc1ccc(NC(=S)NCCNc2nccc(C(F)(F)F)n2)c(C)c1,51
N#CC1(c2ccccc2)N=C2C=CC=CN2N=C1c1ccccc1 (stereo unspecified),55
CC(C)(C)SCCNc1nc(Sc2ccc(Cl)cc2)nc(N2CCSCC2)n1,55
CC[n+]1c(-c2ccccc2)c2cc(N)ccc2c2ccc(N)cc21,39
O=C(CN1C(=O)/C(=C\c2cccs2)SC1=S)NNC(=O)c1ccccc1O,61

Fetched one by one from the list above (three):
Structure,RMI-FANCM inh
O=C(CSc1nc2sc3c(c2c(=O)n1-c1ccccc1)CCC3)Nc1nsc(-c2ccc(Cl)cc2)n1,72
CCOC(=O)c1nnn2c3ccccc3c(=O)n(C)c12,62
CCCCC(C(=O)N/N=C\c1cccs1)C(=O)N/N=C\c1cccs1,60

Later entries:
Structure,RMI-FANCM inh
COc1ccc(OC)c(-n2c(CNC(=O)c3ccco3)nnc2SCC(=O)Nc2cccc(C)c2)c1,59
C/C=C\C(=O)NCc1nnnn1-c1ccccc1,56
COc1cccc2c1c(NS(=O)(=O)c1cccc3nonc13)nn2C,54
COC(=O)C1CCN(C(=O)c2cc3c(=O)n(C)c(=O)n(C)c3s2)CC1,59
Nn1c(SCC(=O)NC2CCCCC2)nnc(CCC(=O)O)c1=O,56
CCc1ccc(N2C(=O)C3N=NN(CC(=O)Nc4ccc(F)c(Cl)c4)C3C2=O)cc1 (stereo unspecified),51
Cc1ccc(C(=O)Nc2nnc(-c3ccc(Br)cc3)o2)c(C)c1,63
CCOc1ccc(N2CC(NS(=O)(=O)c3ccc([N+](=O)[O-])cc3)CC2=O)cc1 (stereo unspecified),52
O=C(CCN1C(=O)/C(=C\c2ccccc2F)SC1=S)NC12CC3CC(CC(C3)C1)C2,56
O=C(Nc1ccc2c(c1)N(C(=O)C1CCCO1)CC2)c1ccccc1C(F)(F)F (stereo unspecified),66
CCCc1cc(N2CCN(CC)CC2)n2nc3nc(C)cc(C)c3c2n1,58
O=C(Oc1ccccc1)Oc1ccc(N(C(=O)Oc2ccccc2)S(=O)(=O)c2cccc([N+](=O)[O-])c2)cc1,54
CCOc1ccccc1/C=N\NC(=O)CNC(=O)COc1ccccc1,60

Not all compounds are listed; the hit share may differ from the screen's.
